DRD3 antagonist = blocks the human D3 dopamine receptor; max response, negative = inhibition, %; AID 652054; P35462; 360,000 tested, 2.5% active; D3R cells, DiscoveRx beta-arrestin luminescence, antagonist mode; active compounds read low; in the data active = max response below about -50%; inconclusive = no clear call, values can overlap the other calls; also: % is scaled to controls: 0 for no effect and ±100 for the full control effect; mostly tested at two doses, the higher about 12 µM
Target sequence (P35462 whole entry, looked up): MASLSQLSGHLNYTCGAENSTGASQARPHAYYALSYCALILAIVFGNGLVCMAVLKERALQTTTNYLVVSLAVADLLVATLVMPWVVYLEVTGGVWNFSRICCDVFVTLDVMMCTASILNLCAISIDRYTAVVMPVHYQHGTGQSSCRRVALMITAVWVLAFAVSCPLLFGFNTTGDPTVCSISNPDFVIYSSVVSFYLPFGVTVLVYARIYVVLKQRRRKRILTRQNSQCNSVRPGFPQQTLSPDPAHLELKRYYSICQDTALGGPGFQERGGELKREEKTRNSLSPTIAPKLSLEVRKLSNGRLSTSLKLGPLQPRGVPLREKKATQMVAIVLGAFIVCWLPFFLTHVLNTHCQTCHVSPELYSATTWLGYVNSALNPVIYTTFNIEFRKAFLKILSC
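Cells plated overnight at 1500 cells/well, then exposed to library compounds with dopamine controls for 90 minutes at 37 degrees C. DiscoveRx reagent added for 30–60 minutes at room temperature; luminescence read, quantitative HTS format.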
TDP43 rescue = inhibitors of TDP-43 toxicity in yeast; Potency, µM (titrated, usually from 46.1 µM), inactives show at the top dose growth rescue (activation), actives largely listed as activators; AID 652104; 410,000 tested, 1.8% active; TDP-43 expressing yeast growth rescue, BacTiter-Glo, 24 h; also: potency is read from the fitted curve at half-maximal effect; % of control where 0% means no effect; nearly all actives have a fitted effect of over 50% in size
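Yeast expressing TDP-43 (pregrown in raffinose, seeded at OD600=0.02 in galactose medium) exposed to compounds 24 hr at 30 deg C. Growth read by BacTiter-Glo luminescence; rescue of toxicity appears as increased signal.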
GLP-1R inv ag = acts as inverse agonist at human GLP-1 receptor | AID 624417 | Potency, µM (doses to about 38.3 µM), without a hit: at the top dose activity change, negative = inhibition, hits mostly inhibitors | P43220 | 410,000 tested, 1.6% active | HEK293 GLP-1R CRE-luciferase, luminescence, 24 h; GLP-1R form is constitutively active; also: potency is read from the fitted curve at half-maximal effect; % is scaled to controls: 0 for no effect and ±100 for the full control effect; nearly all actives have a fitted effect of over 55% in size
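Constitutively active GLP-1R drives a cAMP-responsive luciferase in stably transfected HEK293 cells; test compounds are added after overnight (12 h) attachment and left 24 hr, and signal loss in luminescence marks inhibition.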
Abeta rescue = compounds reversing amyloid beta toxicity in yeast | yeast expressing A-beta42, growth rescue, OD600, 48 h; response scale: 0% DMSO, 100% iron-clioquinol control | Potency, µM (top dose mostly 46.1 µM), without a hit: at the highest dose growth rescue, most hits filed as activators | 410,000 tested, 0.063% active | AID 1347071; also: potency is read from the fitted curve at half-maximal effect; nearly all actives have a fitted effect of over 55% in size
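Yeast A-beta toxicity model in growth medium with pinned compounds, 48 h at 30 C; growth read as absorbance at 600 nm. Normalized to FeCl3/clioquinol equimolar mix (positive) and DMSO (negative).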
GLP-1R agonist = GLP-1 receptor (human) agonism; P43220; Potency, µM (titrated, usually from 45.6 µM), for inactives: at the highest dose activation, hits mostly activators; 380,000 tested, 0.007% active; HEK293 GLP-1R CRE-luciferase, luminescence, 4-6 h; cells express a hypersensitive GLP-1R form; also: potency is read from the fitted curve at half-maximal effect; % of control where 0% means no effect
FUS yeast rescue = FUS proteinopathy suppression in yeast. 390,000 tested, 0.24% active. Potency, µM (doses to about 76.6 µM), for the others: top-dose growth rescue (activation), hits mostly activators. S. cerevisiae FUS-expressing, growth rescue, OD600, 24 h;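 also: potency is read from the fitted curve at half-maximal effect; plate controls were DMSO vehicle for no effect and reference control for full effect; nearly all actives have a fitted effect of over 55% in size; some results filed as inactive show a strong effect at the top dose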
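Quantitative HTS measuring growth restoration of FUS-toxic yeast. Galactose-induced cells (OD 0.005) were exposed 24hr at 30C to compounds at several concentrations, then absorbance at 600 nm was recorded.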
Akt phos inh = inhibitors of Akt phosphorylation | AID 651550 | Neuro2A IGF-stimulated pAkt S473 HTRF, 20 min; active compounds read low | activity change, % for hits at 50 µM | 360,000 tested, 0.32% active; in the data active = activity change below about -80%; inconclusive = mostly about -51% to -80%; also: % is scaled to controls: 0 for no effect and ±100 for the full control effect
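Neuro2A cells (4,500/well, DMEM with 0.5% FBS) were treated with compound at a single 50 µM final concentration, stimulated with 6 nM IGF for 20 min at 37 °C, and lysed. Phospho-Akt Ser473 was read by HTRF as 665/615 ratio ×10^4.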
PTHR1 agonist = agonists of human PTHR1 parathyroid hormone receptor; Potency, µM (doses to about 115 µM), without a hit: at the highest dose activation, most hits filed as activators; 410,000 tested, 0.075% active; HEK293 GP2 PTHR1 cells, GloSensor cAMP luminescence, 1 h; Q03431; also: potency is read from the fitted curve at half-maximal effect; nearly all actives have a fitted effect of over 55% in size; some results filed as inactive show a strong effect at the top dose; inactives centre near -15; many of its hits are not listed in these tables
Target sequence (Q03431 whole entry, looked up): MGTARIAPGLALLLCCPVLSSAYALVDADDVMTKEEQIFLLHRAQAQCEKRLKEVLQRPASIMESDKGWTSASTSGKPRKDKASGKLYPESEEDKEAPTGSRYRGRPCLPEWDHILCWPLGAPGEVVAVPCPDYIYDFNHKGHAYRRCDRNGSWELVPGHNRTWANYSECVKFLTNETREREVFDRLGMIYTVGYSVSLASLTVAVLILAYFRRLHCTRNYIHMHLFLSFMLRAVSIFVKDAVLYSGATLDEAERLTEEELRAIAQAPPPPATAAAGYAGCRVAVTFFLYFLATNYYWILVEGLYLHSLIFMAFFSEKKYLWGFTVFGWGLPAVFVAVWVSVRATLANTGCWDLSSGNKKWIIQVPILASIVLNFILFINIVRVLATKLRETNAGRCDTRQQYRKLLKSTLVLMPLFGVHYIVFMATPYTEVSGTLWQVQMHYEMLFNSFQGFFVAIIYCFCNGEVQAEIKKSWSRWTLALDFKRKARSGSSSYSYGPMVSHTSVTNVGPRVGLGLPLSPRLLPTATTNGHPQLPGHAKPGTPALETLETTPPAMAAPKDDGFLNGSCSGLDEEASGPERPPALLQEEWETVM
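HEK-293-derived GP2 cells expressing PTHR1 and a GloSensor cAMP reporter, 3,000/well, plated overnight, given luciferin plus IBMX (each 0.5 mM as added) for 1 h at 37 °C, then compound for 1 h at 37 °C. Luminescence was read after 15 min at room temperature.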
aSyn rescue = alpha-synuclein toxicity inhibition in yeast | Potency, µM (highest dose often 46.1 µM), for the others: at the top dose growth rescue (activation), most hits filed as activators | 370,000 tested, 0.14% active | AID 652106 | Yeast expressing alpha-synuclein, growth rescue, BacTiter-Glo, 24 h; also: potency is read from the fitted curve at half-maximal effect; % of control where 0% means no effect; nearly all actives have a fitted effect of over 65% in size
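Galactose-induced alpha-syn yeast (OD600=0.02, raffinose-pregrown) + pinned cpd, 24 hr, 30 deg C; growth by BacTiter-Glo luminescence. Growth restoration scores as activation.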
The depositor's hits bear a star; i = inactive; ? = inconclusive; . = not tested or not shown; & = joins results of further samples; [ ] = another dose, or the depositor's remark. Unless noted, calls follow the shape of the dose curve; as a rule, active = well fitted curve in the direction sought with a large enough effect; inconclusive = small, poorly fitted or top-dose-only effect, or another doubt; inactive = no such curve, though single readings can be large; an effect the other way counts as inactive or inconclusive. Some of the compounds tested; rates above refer to the full screens.

SMILES	DRD3 antagonist	TDP43 rescue	GLP-1R inv ag	Abeta rescue	GLP-1R agonist	FUS yeast rescue	Akt phos inh	PTHR1 agonist	aSyn rescue
O=C(Nn1cnnc1)c1ccc(Cl)cc1	3.5	-11.5%	21.0%	-13.7%	-5.7%	-12.0%	i	i	-9.0%
Cc1ccc(C(=O)NCCNC(=O)c2cnccn2)cc1	4.3	24.8%	5.6%	5.4%	2.3%	1.8%	i	i	1.9%
COc1ccccc1CC(NC(C)=O)C(=O)NC1CCN(C(=O)Nc2ccccc2Cl)CC1 (configuration not stated)	9.6	-1.7%	-20.2%	-11.0%	3.2%	1.1%	i	i	-2.8%
Cc1ccc(S(=O)(=O)NCCC(=O)NC2CCN(Cc3ccccc3)CC2)cc1	?	8.6%	-18.7%	-1.0%	2.4%	.	i	i	-5.9%
N#CC1=C(N)Oc2c(ccc3cccnc23)C1c1ccncc1 (configuration not stated)	1.9	-4.4%	3.4%	-32.7%	15.6%	7.6%	i	-14.4%	-18.2%
Cc1nnc(N=c2ssnc2Cl)o1	-82.5*	-94.0%[inhibitor]	9.7%	-86.2%[inhibitor]	2.0%	-26.5%	i	-44.4%	-81.3%[inhibitor]
C/C(=N\NC(=O)c1c([N+](=O)[O-])c(C)nn1C)c1ccc(NC(=O)C2CCCC2)cc1	?	-10.0%	-2.1%	-14.6%	8.2%	7.7%	i	i	-1.4%
O=C(c1ccco1)c1cc2c(ccc3ccccc32)oc1=O	10.0	?	8.5%	-1.6%	-11.0%	4.6%	i	-18.3%[57.5 µM]	2.5%
COc1ccc(CCN(Cc2nc3ccccc3c(=O)[nH]2)C(=O)C2CC2)cc1	10.2	-11.6%	?	2.7%	6.5%	8.0%	i	-85.7%[inhibitor]	2.4%
CCOc1cc(C)c(S(=O)(=O)N2CCCC2)cc1C	-11.7	-3.6%	-4.9%	1.8%	10.2%	37.5%	i	i	?
O=c1c2ccccc2nnn1CSc1nnc(Nc2ccccc2)s1	17.9	8.7%	-19.0%	22.3%	-4.9%	5.4%	i	i	0.5%
COc1ccc(Cl)cc1NC(=O)CSc1nnc(COc2ccccc2)n1C	21.5	?	0.0%	13.4%	5.7%	46.3%	i	-9.1%[57.5 µM]	-2.6%
CSCC(CO)NS(=O)(=O)c1ccc(C)cc1 (configuration not stated)	-21.7	-21.4%	25.4%	-5.7%	15.4%	14.3%	i	i	0.6%
Cc1ccc(S(=O)(=O)N2CCCCC2)cc1NC(=O)CN1C(=O)CN(C)C1=O	17.3	9.6%	10.7%	1.6%	-0.6%	15.2%	i	i	-1.3%
COc1ccc(S(=O)(=O)N(C)CC(=O)NCc2ccco2)cc1OC	1.2	-4.1%	32.5%[activator]	2.5%	5.7%	24.7%	i	-19.9%	-3.5%
Cc1ccc2cc(CCNC(=O)c3cccs3)c(=O)[nH]c2c1C	-19.3	14.1%	-8.1%	3.3%	9.1%	-20.3%	i	-76.5%[inhibitor]	-0.6%
CC(C)C[C@@H](COCc1ccc(C(F)(F)F)cc1)N1CCN(C(=O)c2ccc(C(F)(F)F)cc2)CCC1=O	24.4	20.5%	?	?	-3.4%	?	i	-32.0%[inhibitor]	25.9%
COc1ccc(C(=O)COC(=O)c2nc3nccc(C)n3n2)cc1F	15.0	10.8%	14.7%	-17.7%	-3.1%	?	i	i	5.5%
CCCCN(C(=O)/C=C/c1ccccc1)C1CCS(=O)(=O)C1 (configuration not stated)	-5.3	4.7%	4.1%	-0.5%	10.5%	2.0%	i	i	-0.8%
COc1ccc(CN(C(=O)c2cc3ccccc3oc2=O)C2CCS(=O)(=O)C2)cc1 (configuration not stated)	13.0	-4.9%&7.5%	7.9%&17.8%	-1.0%&-6.3%	-2.1%	3.0%&14.0%	i	-12.5%	5.8%
C[C@H](CO)N1C[C@H](C)[C@@H](CN(C)C(=O)Nc2ccc(C(F)(F)F)cc2)Oc2c(NC(=O)Nc3ccc4c(c3)OCO4)cccc2C1=O	-9.4	7.5%	?	-0.7%	12.7%	?	i	i	-4.1%
Cc1cccc(C(=O)N2CCc3cc(-c4nc(NC(=O)CN5CCCC5)sc4C)ccc32)c1	15.2	-5.7%	?	9.7%	20.9%	12.1%	i	-8.0%	-2.7%
COc1ccc(/C=C2\C(=O)OCc3cc(OC)c(OC)cc32)cc1OC	0.1	27.1%	80.0%[activator]	5.9%	?	?	i	i	12.9%
CCC(=O)Oc1ccc(C(=O)Nc2cccc(C(=O)NCC(C)C)c2)cc1	2.1	12.5%	?	6.0%	-0.1%	10.1%	i	-4.8%	-5.1%
CC(=O)n1c(C=Nc2ccc(Cl)cc2)c(O)c2ccccc21	-0.9	-1.2%	-15.6%	-19.8%	2.1%	6.4%	i	i	-1.0%
New compounds follow
SMILES	DRD3 antagonist	TDP43 rescue	GLP-1R inv ag	Abeta rescue	GLP-1R agonist	FUS yeast rescue	Akt phos inh	PTHR1 agonist	aSyn rescue
O=C(c1ccccc1)c1ccc(OCC(O)CNC2CCCc3ccccc32)cc1 (configuration not stated)	8.3	-8.4%	-38.1%	13.0%	0.3%	.	i	i	2.3%
CCCSC(=S)NC1CCS(=O)(=O)C1 (configuration not stated)	-11.0	-11.0%	31.6%[activator]	-2.6%	-3.0%	3.1%	i	14.7%[57.5 µM]	-3.4%
CCC(C)(C)C1CCC(=NNc2nc3ccccc3[nH]2)CC1 (configuration not stated)	2.6	15.6%	18.3%	-0.5%	5.6%	-10.1%	i	-14.2%	0.1%
Cc1ccc(C2NC(c3ccc(C)cc3)C(C)C(=NO)C2C)cc1 (configuration not stated)	-21.8	-26.9%	?	-2.2%	2.3%	1.7%	i	i	-1.8%
Cc1ccc(-n2ncc3c(NCc4ccc5c(c4)OCO5)ncnc32)c(C)c1	31.6	?	-11.5%	-12.0%	-0.3%	45.0%	i	i	-4.8%
Cc1cc(C)cc(NC(=O)c2ccc(NC(=O)C3C4CC5OC(=O)C3C5C4)cc2)c1 (configuration not stated)	-15.2	14.6%[9.22 µM]	-3.5%	-0.9%	2.2%	-0.1%	i	-35.0%	-0.2%
Cc1ccc(C2C(C#N)=C(N)Oc3n[nH]c(-c4cccs4)c32)s1 (configuration not stated)	23.5	17.3%	0.1%	7.5%	-5.1%	33.3%	i	-18.6%	-5.1%
CC(=O)c1cccc(NC(=O)c2cc(C)nc3c2c(C)nn3-c2cccc(Cl)c2C)c1	.	0.0%[9.22 µM]	5.4%	-13.8%	.	-8.6%	.	-13.3%	.
CCCCCC(=O)NN1C(=S)N(c2ccc(OC)cc2)C(=O)C1CC(=O)Nc1ccccc1 (configuration not stated)	6.9	14.0%	10.2%	9.5%	-0.5%	-13.1%	i	i	4.7%
CCc1c(C)nc(N)n2c(SCC(=O)N3CCCc4ccccc43)nnc12	11.5	-21.1%	0.0%	18.9%	-7.7%	12.4%	i	i	-7.8%
Cc1csc(=O)n1CCC(=O)OCC(=O)Nc1cccc(C#N)c1	3.4	-15.3%	13.5%	-0.2%	-3.2%	10.8%	i	i	0.1%
CCC(c1nnnn1CCc1ccccc1)N(Cc1ccco1)Cc1cc2cc(C)cc(C)c2[nH]c1=O (configuration not stated)	28.2	5.3%	?	13.9%	-1.1%	?	i	-12.5%[57.5 µM]	-7.0%
c1ccc(CN2CCN(c3ncccn3)CC2)cc1	-24.7	0.1%	-13.0%	11.2%	0.1%	-9.0%	i	i	-0.9%
CCOC(=O)C1CCCN(c2cc(C)nc3cc(-c4ccc(F)cc4)nn23)C1 (configuration not stated)	8.8	-4.9%	22.7%	-22.0%	25.9%	26.4%	i	-4.3%	-11.3%
Cn1c(=O)n(C)c2cc(S(=O)(=O)N3CCN(c4ccccc4)CC3)ccc21	21.5	10.7%	2.1%	5.8%	7.2%	-8.9%	i	-8.6%	6.2%
COC(Cn1c(C)c(C(C)=O)c(C(C)=O)c1C)OC	0.0	-25.7%	8.8%	-9.5%	-0.6%	24.4%	i	i	4.6%
O=C(O)c1ccc(N/N=C/c2ccc(-c3cccc(Cl)c3)o2)cc1	11.4	17.8µM*	46.8%	-62.0%[inhibitor]	7.4%	19.5%	i	-16.6%	-16.0%
COc1ccc(C(C)NC(=O)c2ccncc2)cc1 (configuration not stated)	18.4	9.3%	0.5%	3.9%	-2.9%	0.1%	i	i	2.7%
Cc1ccccc1Cn1c(=O)n(Cc2ccco2)c(=O)c2oc3ccccc3c21	.	7.2%	7.7%	-6.7%	.	-4.9%	.	i	.
COc1ccc(Cl)cc1-n1c(CCC(=O)O)ccc1-c1ccc(C)cc1	.	-39.0%[inhibitor]	?	-10.7%	.	37.4%	.	-30.0%	.
Cc1ccccc1C(=O)N1CCN(c2ccc(NC(=O)c3cccnc3)cc2)CC1	-28.7	7.7%	1.9%[7.66 µM]	1.9%	-0.1%	15.0%	i	-2.3%	-1.3%
Nc1nc(NS(=O)(=O)c2ccc(Cl)cc2)nn1-c1ccccc1	-2.4	18.7%	22.8%	12.1%	3.2%	-7.0%	i	i	-1.6%

A draw from above in order of length of the SMILES, smallest number first.
SMILES	DRD3 antagonist	TDP43 rescue	GLP-1R inv ag	Abeta rescue	GLP-1R agonist	FUS yeast rescue	Akt phos inh	PTHR1 agonist	aSyn rescue
CCC(C)(C)C1CCC(=NNc2nc3ccccc3[nH]2)CC1 (configuration not stated)	2.6	15.6%	18.3%	-0.5%	5.6%	-10.1%	i	-14.2%	0.1%
O=C(O)c1ccc(N/N=C/c2ccc(-c3cccc(Cl)c3)o2)cc1	11.4	17.8µM*	46.8%	-62.0%[inhibitor]	7.4%	19.5%	i	-16.6%	-16.0%
Cn1c(=O)n(C)c2cc(S(=O)(=O)N3CCN(c4ccccc4)CC3)ccc21	21.5	10.7%	2.1%	5.8%	7.2%	-8.9%	i	-8.6%	6.2%
